M4 ag = CHRM4 agonism in calcium assay | activation, % at 3 µM | 360,000 compounds, 0.14% hits | AID 624127 | P08173 | CHO-K1 hM4/Gqi5, Fluo-8 calcium fluorescence; vehicle 0%, full acetylcholine response 100%;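 active = activation above the run mean over all test wells plus 3 SD, cut at about 32% in these data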;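 also: peak over basal fluorescence ratio per well then scaled between controls; 0% = DMSO wells and 100% = acetylcholine at EC100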
Target sequence (P08173 whole entry, looked up): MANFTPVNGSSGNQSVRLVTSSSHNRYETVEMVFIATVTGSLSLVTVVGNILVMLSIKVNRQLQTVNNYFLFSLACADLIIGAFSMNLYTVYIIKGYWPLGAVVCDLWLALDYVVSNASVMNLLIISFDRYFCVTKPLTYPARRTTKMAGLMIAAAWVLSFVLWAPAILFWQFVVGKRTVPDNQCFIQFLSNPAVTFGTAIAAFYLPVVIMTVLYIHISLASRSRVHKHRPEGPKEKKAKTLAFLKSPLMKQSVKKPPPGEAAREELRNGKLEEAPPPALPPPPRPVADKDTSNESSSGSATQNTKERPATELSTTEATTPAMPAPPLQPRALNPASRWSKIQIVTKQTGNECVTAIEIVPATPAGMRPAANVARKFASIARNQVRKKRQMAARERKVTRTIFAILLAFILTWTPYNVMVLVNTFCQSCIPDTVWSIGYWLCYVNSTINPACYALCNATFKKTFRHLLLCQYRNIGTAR
CHRM1 agonist = agonists of human M1 muscarinic receptor. P11229. CHO-K1 hM1, Fluo-8 calcium fluorescence, agonist mode; 0% DMSO, 100% acetylcholine EC100. activation, % at 3 µM. 360,000 compounds, 0.33% hits. AID 588814;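 active = activation above the run's mean compound activation plus 3 SD, cut at about 16% in these data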;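 also: peak over basal fluorescence ratio within a 140 s kinetic read after compound addition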
CHRM4 antagonist = antagonists of human muscarinic M4 receptor (CHRM4). CHO-hM4 cells, ACh EC80, Fluo-8 calcium fluorescence. inhibition, % at 3 µM. 360,000 compounds, 0.73% hits;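 active = inhibition above its plate's cutoff, the mean inhibition of sample wells plus 3 SD, cut at about 27% in these data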;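 also: 0% = acetylcholine EC80 with DMSO and 100% = DMSO without agonist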
M5 PAM = CHRM5 positive allosteric modulation. 360,000 compounds, 0.3% hits. activation, % at 3 µM. P08912. CHO-K1 hM5, Fluo-8 calcium, ACh EC20 PAM; 0% = ACh EC20, 100% = ACh EC100;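 active = activation above the run cutoff, the mean activation of all test compounds plus 3 SD, cut at about 18% in these data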
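Replicates: One well per compound, no replicates | System: Human M5 receptor in CHO-K1 cells | Benchmarks: Low control EC20 acetylcholine (0%), high control EC100 acetylcholine (100%) | Probe or stimulus: Acetylcholine, EC20 level | Times: Fluo-8 loading 80 min at 37 °C plus 30 min room temperature | Signal: Intracellular calcium via Fluo-8 fluorescence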
M1 PAM = human CHRM1 positive allosteric modulation; P11229; CHO-K1 hM1, Fluo-8 calcium fluorescence, ACh EC20; 0% = ACh EC20, 100% = maximal ACh; activation, % at 3 µM; 360,000 compounds, 0.088% hits; AID 588819; in the data active = activation above about 19%, passing the limit was not always enough
CHRM1 antagonist = human CHRM1 antagonism. CHO-K1 hM1, Fluo-8 calcium fluorescence, ACh EC80 antagonist. P11229. inhibition, % at 3 µM. 360,000 compounds, 1.3% hits;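 active = percent inhibition above its own plate's cutoff, namely the mean of that plate's compound wells plus 3 SD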;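 also: peak over basal fluorescence ratio during 140 s after agonist addition; 0% = ACh EC80 plus DMSO and 100% = DMSO alone without agonist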
M5 ag = CHRM5 agonism in calcium assay; AID 624037; 360,000 compounds, 0.19% hits; CHO-K1 hM5 cells, Fluo-8 calcium fluorescence; 0% DMSO wells, 100% maximal acetylcholine response; activation, % at 3 µM;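 active = activation above the run's mean over test compounds plus 3 SD, cut at about 23% in these data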;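 also: signal is peak over basal fluorescence ratio across the kinetic read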
TAAR1 ag = agonists of human TAAR1; CHO RD-HGA16 TAAR1, Fluo-8 calcium fluorescence; vehicle wells 0%, saturating PEA agonist 100%; activation, % at 3 µM; 360,000 compounds, 0.99% hits; Q96RJ0;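 active = activation above the mean activation of all test compounds in the run plus 3 SD, cut at about 38% in these data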
Target sequence (Q96RJ0 whole entry, looked up): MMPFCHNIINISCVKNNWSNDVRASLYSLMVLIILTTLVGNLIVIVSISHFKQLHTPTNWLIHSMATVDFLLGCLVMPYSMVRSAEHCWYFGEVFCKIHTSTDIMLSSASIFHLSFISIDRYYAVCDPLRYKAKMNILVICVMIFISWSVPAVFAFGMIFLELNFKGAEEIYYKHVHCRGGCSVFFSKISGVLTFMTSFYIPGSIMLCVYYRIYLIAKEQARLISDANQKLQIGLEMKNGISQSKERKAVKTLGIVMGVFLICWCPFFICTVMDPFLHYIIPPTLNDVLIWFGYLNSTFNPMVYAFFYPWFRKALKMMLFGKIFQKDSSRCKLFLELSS
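System: CHO RD-HGA16 cells carrying human TAAR1 plus Gα16; Incubation: 17-24 h seeding, 75 min 37 °C dye, 30 min RT; Measured by: Fluo-8 fluorescence, 5 s baseline then 140 s kinetic read; Control set: DMSO and PEA EC100; Replication: single well for each compound.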
CHRM5 antagonist = blocks acetylcholine activation of human M5 receptor; P08912; CHO-hM5 cells, Fluo-8 calcium fluorescence, ACh EC80; inhibition, % at 3 µM; 360,000 compounds, 0.59% hits;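 active = inhibition above a per-plate cutoff, the mean of that plate's test compounds plus 3 SD, cut at about 27% in these data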;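 also: 0% = acetylcholine EC80 with DMSO and 100% = DMSO without agonist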
The depositor's hits bear a star; nt = no result given. These rows are one share of the data, so the mix of outcomes need not match the whole.

no.	SMILES	M5 PAM	CHRM5 antagonist	M5 ag	CHRM1 antagonist	M1 PAM
1	O=C(O)COc1ccccc1C1C2C(=O)N(c3ccc(F)cc3)C(=O)C2ON1c1ccccc1 (stereo unspecified)	-11	4	-2	13	-8
2	O=S1(=O)N=C(N(CCO)/N=C/c2ccccc2F)c2ccccc21	-10	11	-1	-11	9
3	CC12CCC(C(=O)NCc3ccccc3Cl)(C(Br)C1=O)C2(C)C (stereo unspecified)	-3	1	-2	-6	10
4	COC[C@@H]1CCCN1c1ccc2c(c1)O[C@@H](COCc1ccccc1)CN([C@H](C)c1ccccc1)S2(=O)=O	-11	6	-2	nt	nt
5	Cc1ccc(Cc2nc(-c3ccncc3)no2)cc1	-2	-4	1	-2	4
6	Cc1ccc(Oc2ccccc2NC(=O)CSCC(=O)Nc2cc(C)on2)cc1	-10	14	2	15	-8
7	O=C(COC(=O)/C=C/c1cccs1)Nc1nc(-c2cccc(Br)c2)cs1	-1	9	0	-12	-4
8	Cc1nnsc1C(=O)NC1CCCc2c1cnn2-c1ccc(F)cc1F (stereo unspecified)	-20	18	8	31*	-11
9	CC1(C)C(=O)Nc2ccccc2N1C(=O)COC(=O)CSc1ccc(Cl)cc1	-1	0	-1	-4	2
10	COc1cccc(C2C=C(c3ccc(Br)s3)Nc3ncnn32)c1OC (stereo unspecified)	-3	9	-3	0	3
11	COc1ccc(CC(C)Nc2ccccc2F)cc1 (stereo unspecified)	0	-7	3	-8	7
12	CN(CC(=O)Nc1ccccc1F)CC(=O)Nc1ccc(F)c(F)c1F	2	-3	1	-3	2

no.	M4 ag	CHRM1 agonist	CHRM4 antagonist	TAAR1 ag
1	11	-2	-2	10
2	9	-3	-12	15
3	0	-8	3	-2
4	1	nt	-10	0
5	4	-3	0	4
6	7	-1	-5	4
7	-1	-2	5	-1
8	10	1	14	3
9	8	-4	5	5
10	2	0	7	nt
11	-1	-4	-1	1
12	2	-6	0	3

Next structures follow:
no.	SMILES	M5 PAM	CHRM5 antagonist	M5 ag	CHRM1 antagonist	M1 PAM
13	COc1ccc(CCNCC(O)COc2c(C)cccc2C)cc1OC (stereo unspecified)	2	9	-2	-16	18
14	O=C(NCC(=O)N1CCN(C(c2ccccc2)c2ccccc2)CC1)c1ccccc1Br	-11	3	-3	15	-17
15	COc1ccc(NC(=O)c2cn(-c3ccccc3)nc2SC)cc1	1	9	-5	1	0
16	CC1CCCCN1c1nc(-c2ccncc2)nc2ccccc12 (stereo unspecified)	1	0	-15	1	-7
17	O=S(=O)(c1ccc(-c2n[nH]c(=S)o2)cc1)N1CCCCC1	-1	12	-2	1	7
18	CC1CCN(Cc2nnnn2CCCC(=O)N(C)C(C)c2ccccn2)CC1 (stereo unspecified)	1	9	-4	-5	6
19	CC(C)(C)c1ccc(S(=O)(=O)N2C=CC(C(F)(F)F)=NCC2)cc1	-4	-10	0	6	-5
20	O=C(NCCNc1ccc([N+](=O)[O-])cc1)c1ccc(Cl)cc1	-4	8	3	5	-1
21	CC(=O)Nc1ccc(OCC(O)Cn2c(C)nc3ccccc32)cc1 (stereo unspecified)	2	-1	-2	-15	3
22	Cc1ccc(-c2noc(CNC(=O)c3ccoc3C)n2)cc1	-7	13	-4	-4	-4
23	CCC(C)(C(=O)NC1CCCC1)N(C)C(=O)Cc1c[nH]c2ccccc12 (stereo unspecified)	1	16	-3	-17	11
24	Cc1cccc(NC(=O)COC(=O)c2cc3ccccc3oc2=O)c1	2	7	-2	-12	12

no.	M4 ag	CHRM1 agonist	CHRM4 antagonist	TAAR1 ag
13	1	0	-2	3
14	4	-8	-1	7
15	5	-7	4	3
16	-2	-6	2	32
17	0	-4	8	-1
18	1	-12	1	1
19	3	-2	-3	9
20	6	3	1	6
21	0	-2	2	2
22	2	-4	-5	2
23	1	-6	-4	0
24	1	-2	11	2

More records follow:
no.	SMILES	M5 PAM	CHRM5 antagonist	M5 ag	CHRM1 antagonist	M1 PAM
25	CSCCC(NC(=O)c1cccc(C)c1)C(=O)OCC(=O)NC(=O)c1cccn1C (stereo unspecified)	1	-8	2	5	-1
26	NC(=O)C1(c2ccccc2)CCCN1C(=O)c1ccccc1Br (stereo unspecified)	3	5	0	-4	6
27	Cc1ccccc1-n1nc(C(=O)O)c(C)c(C#N)c1=O	8	-6	-5	-6	8
28	C=CCn1c(Oc2ccccc2)nc2c1c(=O)n(C)c(=O)n2C	-6	-2	0	5	1
29	C=CCNc1nc(Nc2ccc(OC)cc2)nc(OCC)n1	6	-11	-4	-12	11
30	COc1ccc(C(=O)O)cc1NCc1ccc(C)s1	-5	10	3	-7	5
31	C=CCC[C@@H](Cc1ccc(F)cc1)C(=O)OC[C@@H]1CCCN1C(=O)[C@H](CC=C)CC(=O)N[C@H](CO)Cc1ccccc1	-3	8	-2	9	-2
32	CCCCNC(=O)C[C@@H]1C[C@@]2(C(=O)OCC)CCC=C2N(Cc2ccco2)C1=O	-2	5	3	nt	nt
33	CCCc1ccc(S(=O)(=O)N2CCN(Cc3ccco3)CC2)cc1	-4	13	-5	-10	5
34	N#C/C(=C\c1cccc([N+](=O)[O-])c1)C(=O)NCC1CCCO1 (stereo unspecified)	-1	0	-1	-1	6
35	Cc1cccc(C)c1NC(=O)CNC(=O)c1ccc2c(c1)NC(=O)CS2	13	3	5	-11	8
36	Cc1c(C(=O)N2CCN(CC(=O)Nc3ccccc3Cl)CC2)oc2ccc(Br)cc12	6	8	1	4	3

no.	M4 ag	CHRM1 agonist	CHRM4 antagonist	TAAR1 ag
25	2	-7	-2	4
26	0	-1	4	1
27	1	-2	-4	15
28	1	-4	-1	15
29	-3	-9	-10	1
30	0	-2	1	1
31	6	-5	0	8
32	-1	nt	-9	-1
33	0	-4	9	-2
34	1	-4	2	0
35	1	0	-6	2
36	2	-2	2	24

Next section
no.	SMILES	M5 PAM	CHRM5 antagonist	M5 ag	CHRM1 antagonist	M1 PAM
37	Cc1nc(N)c(C#N)c(-c2ccc3c(c2)OCO3)c1C	0	0	-2	-14	12
38	C=CCN1CCN(C(CCC)c2nnnn2Cc2ccco2)CC1 (stereo unspecified)	3	3	-8	-5	6
39	COc1cc2ccccc2ccc1=NO	-14	14	1	-6	3
40	CCCCOc1ccc(C(=O)NCC(=O)N2CCN(C/C=C/c3ccccc3)CC2)cc1	-9	9	-1	44*	-22
41	CCN(C1CCCCC1)S(=O)(=O)CCNC(=O)c1ccc2c(c1)OCO2	-5	2	0	-4	2
42	CCCNC(=O)c1ccccc1NC(=O)CSCc1ccc(OC)cc1	-7	8	-2	4	-3
43	O=C(NC1CCCc2ccccc21)c1ccccc1Br (stereo unspecified)	-6	0	-4	-1	-7
44	COc1ccc(CC(=O)N(Cc2cc3cc(OC)ccc3[nH]c2=O)C(C)C)cc1	-2	2	-2	-36	7
45	CCNC(=O)C1(C)CCN(C(=O)c2cc(F)cc(F)c2)C1 (stereo unspecified)	-1	6	1	-9	4
46	Cc1ccc(NC(=O)C2(C)CCN2C(=O)C2CCCCC2)cc1C (stereo unspecified)	-4	-4	-1	-6	-1
47	Cc1cc(=O)c2ccccc2s1	9	-16	4	-2	9

no.	M4 ag	CHRM1 agonist	CHRM4 antagonist	TAAR1 ag
37	0	4	-1	-1
38	1	-7	5	2
39	17	-2	-2	3
40	13	12	13	1
41	5	0	-23	3
42	0	-3	8	7
43	-1	-7	2	8
44	2	-3	3	7
45	1	-3	-11	1
46	-1	-5	-11	5
47	-1	-3	-1	10

Bioassay records as filed in PubChem BioAssay.
